Screens: PubChem BioAssay, several laboratories
BoNT-F LC inh: blocks Botulinum neurotoxin F light chain protease | Multiplex microsphere protease cleavage assay, flow cytometry | inhibition, % at 10 µM | actives 0.22% (n = 360,000); in the data active means inhibition above about 35%, passing the limit was not always enough; inconclusive means no clear call, values can overlap the other calls; further: plate controls were buffer without enzyme for full effect and enzyme alone for no effect
FadD28 binding: inhibitors of Mycobacterium tuberculosis FadD28 bisubstrate binding | FadD28 bisubstrate probe binding, fluorescence polarization | inhibition, % at 12.5 µM | actives 0.22% (n = 360,000); in the data active means inhibition above about 8.5%, passing the limit was not always enough; inconclusive means no clear call, values can overlap the other calls
Mtb UGM inh: blocks M. tuberculosis UGM enzyme; inhibition, % at 10 µM; actives 0.06% (n = 320,000); purified UGM, fluorescence polarization probe displacement; AID 504406; P9WIQ1; in the data active means inhibition above about 10%, passing the limit was not always enough; inconclusive means no clear call, values can overlap the other calls
BioA inh: blocks M. tuberculosis BioA enzyme activity; AID 602481; purified M. tuberculosis BioA enzyme, plate reader; inhibition, % at 9.99 µM; actives 0.096% (n = 360,000); in the data active means inhibition above about 40%; inconclusive means no clear call, values can overlap the other calls
Anthrax LF prot: inhibitors of Bacillus anthracis lethal factor protease | P15917 | multiplex microsphere protease cleavage assay, LF | inhibition, % at 10 µM | actives 0.12% (n = 360,000); further: plate controls were buffer without enzyme for full effect and enzyme alone for no effect
Target sequence (P15917 whole entry, looked up): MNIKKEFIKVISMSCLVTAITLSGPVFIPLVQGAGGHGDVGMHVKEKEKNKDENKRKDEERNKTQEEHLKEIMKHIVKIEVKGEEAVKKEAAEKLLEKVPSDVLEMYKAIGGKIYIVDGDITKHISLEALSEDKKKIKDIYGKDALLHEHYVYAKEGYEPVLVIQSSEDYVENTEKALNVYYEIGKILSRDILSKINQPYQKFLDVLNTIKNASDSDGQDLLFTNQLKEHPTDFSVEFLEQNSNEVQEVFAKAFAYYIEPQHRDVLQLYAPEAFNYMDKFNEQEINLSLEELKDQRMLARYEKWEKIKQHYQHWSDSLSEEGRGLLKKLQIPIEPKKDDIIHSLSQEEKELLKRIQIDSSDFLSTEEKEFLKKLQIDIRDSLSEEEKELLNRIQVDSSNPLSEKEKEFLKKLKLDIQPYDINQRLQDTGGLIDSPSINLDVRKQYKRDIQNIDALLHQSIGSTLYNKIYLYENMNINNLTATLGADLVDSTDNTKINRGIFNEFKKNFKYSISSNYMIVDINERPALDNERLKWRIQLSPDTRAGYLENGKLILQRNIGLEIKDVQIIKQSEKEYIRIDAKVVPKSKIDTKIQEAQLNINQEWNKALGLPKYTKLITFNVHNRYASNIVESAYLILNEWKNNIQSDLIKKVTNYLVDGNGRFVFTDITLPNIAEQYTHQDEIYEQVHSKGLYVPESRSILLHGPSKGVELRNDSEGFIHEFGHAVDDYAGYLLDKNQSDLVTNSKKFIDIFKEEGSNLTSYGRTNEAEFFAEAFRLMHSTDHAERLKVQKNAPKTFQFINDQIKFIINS
Mtb FBA inh: inhibitors of M. tuberculosis fructose-bisphosphate aldolase; purified M. tuberculosis FBA, fluorescence read-out; inhibition, % at 1 µM; actives 2.3% (n = 360,000); in the data active means inhibition above about 27%;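 further: 0% = vehicle and 100% = reference inhibitor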
GDH-TPI inh: GDH-TPI coupled enzyme inhibition counter-screen; GDH-TPI coupled enzyme counterscreen, NADH absorbance; inhibition, % at 4.8 µM; actives 1.2% (n = 360,000); AID 588335; in the data active means inhibition above about 30%;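 further: 0% = DMSO wells and 100% = wells lacking the enzyme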
PfHsp40 yeast: compounds rescuing yeast from Plasmodium falciparum HSP40 toxicity; S. cerevisiae expressing PfHsp40, growth rescue, ATP luminescence; growth rescue, % at 12.5 µM; actives 0.68% (n = 340,000); in the data active means growth rescue above about 28%, passing the limit was not always enough; inconclusive means no clear call, values can overlap the other calls;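 further: yeast W303a lacking pdr1 and pdr3 grown in galactose medium; growth measured after three days at 30 °C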
BoNT A protease: inhibitors of Botulinum neurotoxin A light chain protease. multiplex microsphere protease substrate cleavage, flow cytometry. inhibition, % at 10 µM. actives 0.17% (n = 360,000); further: plate controls were buffer without enzyme for full effect and enzyme alone for no effect
Numbers without * were called inactive; ? = inconclusive; . = no result given; + = active, no number; & = joins results of further samples. Unless noted, no stated cut-off is given here; in the data, active means inhibition above about 30%; inconclusive means no clear call, values can overlap the other calls; inactive means below that.

SMILES	BoNT-F LC inh	FadD28 binding	Mtb UGM inh	BioA inh	Anthrax LF prot	Mtb FBA inh	GDH-TPI inh	PfHsp40 yeast	BoNT A protease
COC(=O)c1nn(C23CC4CC(CC(C4)C2)C3)c2c1C(=O)N(c1ccc(Br)cc1)C2=O	-9.2	0.3	1.4	0.8	1.9	1.4	9.4	0.1	-0.7
CCCCN(C(=O)C(C)Oc1cccc(Cl)c1)c1c(N)n(CCC)c(=O)[nH]c1=O (stereo unspecified)	?	-3.7	-1.2	-1.0	-3.2	-1.2	3.8	-1.0	0.2
COc1ccc(CC2(CO)CCN(C/C=C/c3ccccc3OC)CC2)cc1	-14.5	-2.6	-4.6	.	-10.0	8.0	7.4	0.5	-4.9
Cc1ccc(NC(=O)c2cccc(S(=O)(=O)NCc3ccccc3)c2)nc1	24.5	-3.1	-0.3	-1.4	-0.6	-0.1	13.7	2.8	-6.1
Cc1ncc[nH]1	-10.4	-2.9	-0.8	-2.0	-7.9	-3.0	0.7	-1.1	-0.9
CCOC(=O)Nc1oc2ccccc2c(=O)c1CN1CCOCC1	-0.2	1.7	-0.1	-0.8	5.1	0.3	4.4	0.0	0.0
CC1(C)C(C=C(Cl)Cl)C1C(=O)N(Cc1ccccc1Cl)C1CCS(=O)(=O)C1 (stereo unspecified)	2.3	-3.3	0.9	-1.8	-1.3	4.5	-6.1	1.4	-0.8
CCCCSc1nc(C)cc(SCC(=O)N/N=C/c2ccccc2)n1	-2.4	-0.3	-1.0	.	3.0	-5.4	-1.6	-0.5	-0.5
COc1ccc(CCn2c(-c3ccc(OC)cc3)nc3c(c(=O)c4ccccc4n3C)c2=O)cc1	-7.2	-1.9	-1.3	.	-5.0	-0.7	3.7	0.2	-0.2
COc1cc(C(=O)NN(CCC#N)C2=NS(=O)(=O)c3ccccc32)cc(OC)c1OC	-3.9	-3.0	2.9	-0.7	6.1	0.9	4.5	0.5	-4.6
CC(=O)N/C(=C\c1ccccc1)C(=O)NCC(=O)O	3.0	-1.2	.	.	2.7	-2.2	8.3	0.3	-0.2
COP(C)(=O)c1c(C)nn(-c2ccccc2)c1C (stereo unspecified)	2.2	-0.2	1.6	-1.4	-5.5	2.3	-5.3	-1.3	0.3
COc1ccc(-n2nnnc2SCC(=O)Nc2cc(OC)c([N+](=O)[O-])cc2C)cc1	1.5	-2.0	-2.3	.	-1.2	1.7	-0.6	1.2	-1.4
CC1C2(C)OC(=N)C(C#N)(C(C)O2)C1(C#N)C#N (stereo unspecified)	-6.4	5.5	3.3	.	-1.0	127.7*	13.1	-1.9	0.2
O=C(COC(=O)c1cc(S(=O)(=O)N2CCOCC2)ccc1F)c1ccc[nH]1	8.8	-0.7	0.4	0.2	-6.8	1.0	-7.5	-1.1	0.6
CCOc1ccccc1NC(=O)Cn1c(=O)n(-c2ccc(OC)cc2OC)c(=O)c2c(C)c(C(=O)N(CC)CC)sc21	-4.1	-4.8	4.3	.	-5.3	0.2	2.5	0.3	-1.5
CCOc1cc(C(=S)N2CCCC2)ccc1O	.	-0.1	0.8	-0.9	.	1.7	-2.5	0.2	.
CCN(CC)CCCNC(=O)/C=C/C(=O)O	?	-2.4	-0.1	.	-2.8	3.0	-3.4	-0.5	?
CCN1CCN(CCC(=O)Nc2ccc(C)cc2)CC1	-19.6	-0.5	1.2	-0.1	2.9	0.8	10.4	-2.3	3.0
CCCOc1ccc(Cl)cc1CNc1ccccc1	-4.7	-0.4	-3.5	.	-0.6	-2.4	-3.6	0.1	-0.3
Cc1ccc(C(C)NC(=O)C23CC4CC(CC(C4)C2)C3)cc1 (stereo unspecified)	3.6	-2.3	-1.9	.	4.5	3.0	5.7	0.4	0.6
Cc1ccc2c(C)c(C(=O)NCCN3CCOC3=O)oc2c1C	-2.0	-0.7	0.4	6.3	2.3	3.1	-1.7	-0.3	-0.9
COc1c2c(cc3c1OCO3)CC[N+](C)=C2	-2.4	-1.6	2.5	-0.5	-2.4	-1.9	30.4	0.4	0.0
CC(C)C1N=C2c3ccccc3N=C(SCC(=O)c3ccc(O)c(O)c3)N2C1=O (stereo unspecified)	-3.0	-4.2	-1.3	1.8	-1.2	-0.9	23.0	0.5	0.1
O=C(Nc1ccccc1)Oc1ccccc1	-16.5	-1.8	4.8	-0.7	-4.8	2.2	0.0	0.1	-2.3

Exported in markdown: eleven of the compounds above
| canonical_smiles | BoNT-F LC inh | FadD28 binding | Mtb UGM inh | BioA inh | Anthrax LF prot | Mtb FBA inh | GDH-TPI inh | PfHsp40 yeast | BoNT A protease |
| --- | --- | --- | --- | --- | --- | --- | --- | --- | --- |
| CCOC(=O)Nc1oc2ccccc2c(=O)c1CN1CCOCC1 | -0.2 | 1.7 | -0.1 | -0.8 | 5.1 | 0.3 | 4.4 | 0.0 | 0.0 |
| CC1(C)C(C=C(Cl)Cl)C1C(=O)N(Cc1ccccc1Cl)C1CCS(=O)(=O)C1 (stereo unspecified) | 2.3 | -3.3 | 0.9 | -1.8 | -1.3 | 4.5 | -6.1 | 1.4 | -0.8 |
| CCCCSc1nc(C)cc(SCC(=O)N/N=C/c2ccccc2)n1 | -2.4 | -0.3 | -1.0 | . | 3.0 | -5.4 | -1.6 | -0.5 | -0.5 |
| COc1ccc(CCn2c(-c3ccc(OC)cc3)nc3c(c(=O)c4ccccc4n3C)c2=O)cc1 | -7.2 | -1.9 | -1.3 | . | -5.0 | -0.7 | 3.7 | 0.2 | -0.2 |
| COc1cc(C(=O)NN(CCC#N)C2=NS(=O)(=O)c3ccccc32)cc(OC)c1OC | -3.9 | -3.0 | 2.9 | -0.7 | 6.1 | 0.9 | 4.5 | 0.5 | -4.6 |
| CC(=O)N/C(=C\c1ccccc1)C(=O)NCC(=O)O | 3.0 | -1.2 | . | . | 2.7 | -2.2 | 8.3 | 0.3 | -0.2 |
| COP(C)(=O)c1c(C)nn(-c2ccccc2)c1C (stereo unspecified) | 2.2 | -0.2 | 1.6 | -1.4 | -5.5 | 2.3 | -5.3 | -1.3 | 0.3 |
| COc1ccc(-n2nnnc2SCC(=O)Nc2cc(OC)c([N+](=O)[O-])cc2C)cc1 | 1.5 | -2.0 | -2.3 | . | -1.2 | 1.7 | -0.6 | 1.2 | -1.4 |
| CC1C2(C)OC(=N)C(C#N)(C(C)O2)C1(C#N)C#N (stereo unspecified) | -6.4 | 5.5 | 3.3 | . | -1.0 | 127.7* | 13.1 | -1.9 | 0.2 |
| O=C(COC(=O)c1cc(S(=O)(=O)N2CCOCC2)ccc1F)c1ccc[nH]1 | 8.8 | -0.7 | 0.4 | 0.2 | -6.8 | 1.0 | -7.5 | -1.1 | 0.6 |
| CCOc1ccccc1NC(=O)Cn1c(=O)n(-c2ccc(OC)cc2OC)c(=O)c2c(C)c(C(=O)N(CC)CC)sc21 | -4.1 | -4.8 | 4.3 | . | -5.3 | 0.2 | 2.5 | 0.3 | -1.5 |

Next section.
SMILES	BoNT-F LC inh	FadD28 binding	Mtb UGM inh	BioA inh	Anthrax LF prot	Mtb FBA inh	GDH-TPI inh	PfHsp40 yeast	BoNT A protease
O=C(Cc1ccccc1)NNC(=O)c1ccc(Br)o1	1.4	-0.9	.	-0.2	5.5	0.2	0.7	0.2	0.2
Cc1ccc(C(=O)c2coc3ccc(OCC(=O)O)cc23)cc1	7.8	-4.0	2.7	1.8	1.5	-3.6	-7.6	0.1	0.7
Cn1c(SCC(=O)N2CCCc3ccccc32)nc2ccccc2c1=O	.	-1.0	-0.1	4.7	.	0.9	6.9	2.7	.
C#CC(CC)(CC)NC(=O)c1ccc(Br)s1	3.5	-1.3	0.0	4.6	0.6	0.5	-4.4	-0.6	0.2
Cc1cccnc1-n1c(-c2ccccc2)nc2ccccc2c1=O	-0.9	-1.7	0.3	1.9	-8.7	-0.6	7.5	-0.9	0.4
Cc1cccnc1NC(=O)CSc1ncnc2sc(C)c(C)c12	6.8	-2.5	0.2	0.4	1.9	1.9	1.4	1.6	0.3
COc1ccc(/C=C2/SC(=O)N(CC(=O)NCCC(C)C)C2=O)cc1OC	0.8	-0.5	0.9	.	1.5	0.8	15.5	0.1	-0.9
CCOC(=O)CNC(=O)CSc1nnc(-c2cccc(C)c2)n1-c1ccc(OC)cc1	12.2	-3.6	-2.4	22.3	0.4	0.5	-4.3	0.1	1.0
CCCn1c(N)c(N(CCOC)C(=O)c2ccc(F)cc2)c(=O)[nH]c1=O	-5.9	0.7	4.6	-0.4	-5.9	0.2	-0.7	-1.2	-0.9
O=C(O)c1ccccc1NC(=O)N1CCOCC1	2.8	-0.3	0.2	.	0.3	32.5*	2.5	0.4	0.0
Cc1cc(C)nc(NC(=O)c2csnn2)c1	-5.0	-1.7	-0.1	.	3.5	2.2	3.1	-1.0	0.2
Cc1c(F)cccc1NS(=O)(=O)c1ccc(OCCNS(C)(=O)=O)cc1	2.5	-2.5	0.5	.	2.8	2.5	2.5	-1.5	0.7
COc1cc2cc(C(=O)N/N=C/c3ccc(F)cc3)[nH]c2cc1OC	-2.2	.	0.8	0.9	-0.2	-0.5	46.2*	-1.7	-4.0
COc1ccc(CCn2c(-c3cccc([N+](=O)[O-])c3)nc3nc4ccccc4nc32)cc1	-0.9	0.1	.	.	3.2	-0.3	3.8	1.6	1.6
O=S(=O)(NCCNS(=O)(=O)c1c(F)cccc1F)c1ccc2c(c1)OCCO2	-10.3	-2.4	-1.8	0.3	-7.9	1.1	-1.3	-1.0	-0.5
Cc1ccc(NC(=S)N(CCN(C)C)C(C)c2ccco2)c(C)c1 (stereo unspecified)	-7.0	1.3	0.4	4.2	17.0	0.9	1.3	?	-0.7
COc1ccc(C(O)(C(=O)NNc2ccc(C)cc2)c2cccs2)cc1 (stereo unspecified)	18.1	-3.2	-1.0	-1.1	6.8	-3.4	-0.3	1.8	3.7
O=C(C1CCCCC1)N1CCN(S(=O)(=O)c2ccc(Cl)cc2)CC1	-4.5	-0.1	5.1	-1.9	0.1	-0.7	7.1	1.1	-0.3
C[C@H]1CN([C@@H](C)CO)C(=O)CCCn2nncc2CO[C@H]1CN(C)C(=O)Nc1cccc2ccccc12	5.4	-1.8	.	0.8&-0.9	3.2	4.3	.	.	-0.4
COc1cc2c(cc1/C=C/C(=O)O)OC(C)C2 (stereo unspecified)	-2.8	-2.6	2.6	-0.2	-2.1	+	4.1	0.3	0.6
Cc1ccc(S(=O)(=O)N2CCN(C(=O)C3CCCC3)CC2)cc1C	-17.7	-1.9	4.0	.	5.4	-0.2	16.5	-0.9	-6.3
N#Cc1c(-c2cccc([N+](=O)[O-])c2)nc2n(c1=O)CCS2	-7.2	0.0	0.5	12.3	10.0	-0.3	9.0	10.3	1.2
CCCC(=O)Nc1ccc(C(=O)NNC(=O)c2cccc([N+](=O)[O-])c2)cc1	-0.1	0.2	-0.6	.	-5.1	0.5	9.5	0.4	-0.7
Nc1c(S(=O)(=O)c2ccccc2)csc1C(=O)O	4.1	0.1	1.2	.	-6.5	3.1	2.4	1.0	1.2
O=C(CC1SC(N2CCCC2)=NC1=O)Nc1ccc(C(=O)NCc2ccccc2F)cc1 (stereo unspecified)	4.6	-0.2	.	0.6	2.5	-1.3	9.3	.	0.1
CCCc1n[nH]c2c1/C(=N\O)CCC2	-6.0	-0.8	4.0	1.2	0.5	4.2	5.0	-1.6	0.8
O=C(CCC(=O)Nc1ccccc1)NNC(=O)c1ccccc1Cl	-2.3	-4.0	-2.7	.	3.9	-1.1	-0.3	-0.5	-0.2
O=C(CSCc1cc(=O)n2ccsc2n1)Nc1ccccc1	-3.2	-2.8	1.4	-1.0	0.7	1.1	-2.6	-0.4	-1.7
Cc1ccc2c(c1)N(CCC(=O)NCCCOC(C)C)C(=O)C(C)O2 (stereo unspecified)	-4.9	-0.9	-0.5	.	1.6	-1.0	14.6	1.0	-0.7

Profiles, quoted from the list. Order of screens: BoNT-F LC inh	FadD28 binding	Mtb UGM inh	BioA inh	Anthrax LF prot	Mtb FBA inh	GDH-TPI inh	PfHsp40 yeast	BoNT A protease
Results for `O=C(C1CCCCC1)N1CCN(S(=O)(=O)c2ccc(Cl)cc2)CC1` = -4.5	-0.1	5.1	-1.9	0.1	-0.7	7.1	1.1	-0.3
Results for `COc1ccc(CCn2c(-c3cccc([N+](=O)[O-])c3)nc3nc4ccccc4nc32)cc1` = -0.9	0.1	.	.	3.2	-0.3	3.8	1.6	1.6
